Source: PubChem BioAssay
CCT chaperon mod = changes cytosolic chaperonin activity | purified chaperonin ATPase assay, HTRF ADP detection, 30 min | activity change, % (no concentration beside the values), hits read low | 360,000 compounds, 0.3% hits; in the data active = activity change below about -30%; also: % is scaled to controls: 0 for no effect and ±100 for the full control effect
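Nucleotide hydrolysis assay: TRiC at 20–40 nM final (set by batch activity) with 10 uM ATP, 30 min at 37 °C, in presence of 76 uM compound. Detection by competitive ADP HTRF, 30 min ambient.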
EPAC1 agonist = activates human EPAC1 exchange factor; O95398; EPAC1 agonist qHTS, biochemical assay; response scale: 100% = response to 6.5 mM cAMP; Potency, µM (top dose mostly 154 µM), for inactives: at the top dose activation, hits mostly activators; 360,000 compounds, 0.073% hits; AID 720707; also: potency is read from the fitted curve at half-maximal effect; nearly all actives have a fitted effect of over 60% in size
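Compounds were pinned as a concentration titration into mixtures of EPAC1 (100 nM), BODIPY-GDP-loaded Rap1B (250 nM) and GDP (50 uM). After 5 min at room temperature, fluorescence was followed for 30 min; activity was scaled to 6.5 mM cAMP.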
WRN helicase inh = blocks human WRN helicase; WRN helicase unwinding, fluorescent forked duplex, kinetic; Potency, µM (highest dose often 114 µM), for the others: top-dose activity change, negative = inhibition, usual class: inhibitors; AID 651768; Q14191; 360,000 compounds, 0.46% hits; also: potency is read from the fitted curve at half-maximal effect; % is scaled to controls: 0 for no effect and ±100 for the full control effect; nearly all actives have a fitted effect of over 55% in size
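Kinetic red-fluorescence monitoring (525/598 nm) tracks WRN helicase activity after 100 nM fluorophore-quencher forked duplex and 2 mM ATP are added to 20 nM enzyme pretreated 15 min at room temperature with compound.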
EPAC2 ag = activates human EPAC2 exchange factor. EPAC2 activation, biochemical qHTS; response scale: 100% = 6.5 mM cAMP response. Potency, µM (titrated, usually from 154 µM), for inactives: at the highest dose activation, hits mostly activators. 360,000 compounds, 0.079% hits; also: potency is read from the fitted curve at half-maximal effect; nearly all actives have a fitted effect of over 50% in size
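Compounds were added across a concentration range to EPAC2 (100 nM), RAP1B-BODIPY-GDP (250 nM) and GDP (50 uM). After 5 min at room temperature, fluorescence was recorded at 5-min intervals for 30 min.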
PLK1 PBD inh = PLK1 (human) polo-box domain binding inhibition; P53350; Plk1 PBD binding of FITC phosphopeptide, fluorescence polarization; Potency, µM, for inactives: max response, negative = inhibition, hits mostly inhibitors; 360,000 compounds, 2.8% hits; AID 720504; also: potency is read from the fitted curve at half-maximal effect; series mostly up to about 57 µM; % is scaled to controls: 0 for no effect and ±100 for the full control effect; nearly all actives have a fitted effect of over 65% in size
Target sequence (P53350 whole entry, looked up, the tested form may be a part): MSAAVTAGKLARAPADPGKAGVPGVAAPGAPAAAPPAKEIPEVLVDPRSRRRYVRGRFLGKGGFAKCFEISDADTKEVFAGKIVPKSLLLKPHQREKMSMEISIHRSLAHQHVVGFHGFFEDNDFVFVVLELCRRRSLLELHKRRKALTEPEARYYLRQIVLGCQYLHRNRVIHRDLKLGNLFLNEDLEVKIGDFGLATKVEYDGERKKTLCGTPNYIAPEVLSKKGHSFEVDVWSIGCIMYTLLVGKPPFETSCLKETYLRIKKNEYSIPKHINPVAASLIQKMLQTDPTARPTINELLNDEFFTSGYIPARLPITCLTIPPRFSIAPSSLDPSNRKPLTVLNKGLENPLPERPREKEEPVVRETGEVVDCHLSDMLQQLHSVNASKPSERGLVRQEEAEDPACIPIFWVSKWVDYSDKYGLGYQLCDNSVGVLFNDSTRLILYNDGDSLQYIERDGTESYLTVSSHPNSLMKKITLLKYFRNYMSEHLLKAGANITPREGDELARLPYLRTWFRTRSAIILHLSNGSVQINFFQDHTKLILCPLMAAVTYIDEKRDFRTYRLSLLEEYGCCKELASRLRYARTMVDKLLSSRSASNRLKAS
PI5P4K alpha inh = blocks human PI5P4K alpha kinase activity; P48426; PI5P4Kalpha enzyme, ADP-Glo luminescence, 60 min; stronger effect = lower value; max response, %; 330,000 compounds, 1.2% hits; AID 652105; active = max response of -50% or lower; inconclusive = between -30% and -50%; inactive = -30% or higher; also: value at the top dose of about 77 µM; % is scaled to controls: 0 for no effect and ±100 for the full control effect
Target sequence (P48426 whole entry, looked up): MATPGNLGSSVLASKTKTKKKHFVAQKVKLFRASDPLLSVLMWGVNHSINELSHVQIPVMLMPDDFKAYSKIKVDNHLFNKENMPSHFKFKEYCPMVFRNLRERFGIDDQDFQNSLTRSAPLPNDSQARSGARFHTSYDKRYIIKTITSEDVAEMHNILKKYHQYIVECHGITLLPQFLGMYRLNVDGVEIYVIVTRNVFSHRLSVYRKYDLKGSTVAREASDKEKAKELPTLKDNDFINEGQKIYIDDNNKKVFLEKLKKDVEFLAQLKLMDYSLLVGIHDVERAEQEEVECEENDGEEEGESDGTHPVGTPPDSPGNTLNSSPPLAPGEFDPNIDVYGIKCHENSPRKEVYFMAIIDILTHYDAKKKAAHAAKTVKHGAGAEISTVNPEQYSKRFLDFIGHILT
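Enzyme plus substrate dispensed, test compounds pinned in, then ATP (5 microM final) added. After 60 min at RT, ADP-Glo reagent 1 for 45 min and reagent 2 for 30 min preceded luminescence imaging.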
IL2 activator = activates IL-2 in a cell-based reporter assay. AID 652025. IL-2 activation reporter assay, cell-based qHTS; stimulated with anti-CD3/CD4/CD28 beads; in transgenic mouse T cells. 360,000 compounds, 0.065% hits. activation, % (series mostly up to about 46 µM); in the data active = activation above about 50%; inconclusive = mostly about 30% to 49%; also: 0% is about no effect
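Readout is EGFP and DsRed signal by fluorescent plate cytometry after 18 h at 37 degrees C. Transgenic mouse T cells (750/well) received compound for 60 min before bead stimulation (anti-CD3, anti-CD4, anti-CD28); memory T cells served as non-tolerant control.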
EPAC1 antag = antagonists of human EPAC1 | O95398 | EPAC1 GEF assay, Rap1b-BODIPY-GDP exchange fluorescence | Potency, µM (top dose mostly 115 µM), inactives show at the highest dose activity change, negative = inhibition, usual class: inhibitors | 360,000 compounds, 0.14% hits;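 also: potency is read from the fitted curve at half-maximal effect; plate controls were vehicle for no effect and positive control for full effect; nearly all actives have a fitted effect of over 50% in size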
Starred values were filed as active, the others as inactive; ? = inconclusive; nt = no result given; [ ] = another dose, or the depositor's remark. Unless noted, calls follow the shape of the dose curve; as a rule, active = well fitted curve in the direction sought with a large enough effect; inconclusive = small, poorly fitted or top-dose-only effect, or another doubt; inactive = no such curve, though single readings can be large; an effect the other way counts as inactive or inconclusive. An excerpt. The share of hits here may be higher or lower than overall.

SMILES	CCT chaperon mod	EPAC1 agonist	WRN helicase inh	EPAC2 ag	PLK1 PBD inh	PI5P4K alpha inh	IL2 activator	EPAC1 antag
CN(C)S(=O)(=O)c1ccc(Cl)c(NC(=O)C2CCN(S(=O)(=O)c3cccs3)CC2)c1	-0.1	4%	2%	4%	-1%	-5	-0.8	-5%
CC1=CC(C)(C)N2C(=O)C(=O)c3cc(OC(=O)c4ccco4)cc1c32	-3.4	19%	-31%	6%	27µM*	?	-0.2	-24%
CCc1nnc(NS(=O)(=O)c2ccc(NC(=O)c3cccc([N+](=O)[O-])c3)cc2)s1	-0.1	-4%	-9%	-1%	-8%	-1	-2.5	15%
Cc1ccc(S(=O)(=O)N(C)CC(=O)N2CCCc3ccccc32)cc1	0.1	5%	-1%	10%	-5%	0	-1.6	-1%
COC(=O)[C@H](C)NC(=O)Nc1ccc(C)c(C)c1	-4.1	-3%	0%	5%	-5%	-8	-0.1	4%
COc1cccc(C#Cc2c(CO)[nH]c3ccccc23)c1	-1.1	5%	-10%	1%	-28%	-3	-2.2	3%
CCn1cc(/C=N\NC(=O)Cc2ccc([N+](=O)[O-])cc2)c(C)n1	-39*	-4%	-26%[57.1 µM]	-2%	2%	5	-1.0	12%
O=C(N/C(=C\c1cccc([N+](=O)[O-])c1)C(=O)N1CCOCC1)c1cccc(Br)c1	-0.8	9%	?	-4%	3%	8	-0.5	-18%
CN1CCN(S(=O)(=O)c2cccc(C(=O)Nc3nc(-c4ccccc4)cs3)c2)CC1	-0.9	19%	-19%	16%	-16%	-10	0.9	?
CN(C)c1ccc(/C=N/OC(=O)Nc2ccccc2Cl)cc1	-0.7	14%	-5%	-6%	9%	1	-0.8	-7%
COc1ccc(OC)c(C(=O)N2CCC(n3nccc3NC(=O)CC(C)C)CC2)c1	1.9	17%	-4%	9%	7%	1	-1.2	9%
COc1cccc2c(SCC(=O)N/N=C/c3ccccc3)cc(C)nc12	-0.7	-3%	-27%	-7%	-14%	2	-0.5	-3%
Cc1ccc(N=Cc2ccc(O)cc2O)cc1F	1.0	-6%	-10%	2%	-6%	?	0.3	2%
O=C1c2ccccc2C(=O)N1CCCCN(C(=O)c1cc2ccccc2oc1=O)c1ccc(F)cc1F	0.6	1%	0%	2%	7%	13	-5.1	-7%
CCOC(=O)c1c(NC(=O)CSc2nnc(-c3ccccc3)n2CC)sc(C(C)=O)c1C	-1.8	11%	-14%	-6%	1%	nt	-2.5	8%
CCN1/C(=C2\C(=O)N(C)C(=S)N2c2ccccc2)C=Cc2ccccc21	-3.9	-3%	-5%	2%	-20%	-29	0.6	?
CCN(CC)CCCNC(=O)c1ccc(N2CCCCC2)c(NS(=O)(=O)c2ccc(C)cc2)c1	1.2	8%	0%	-2%	-7%	3	-0.3	-1%
O=C(COC(=O)Cn1cnc2ccccc21)NCCc1ccc(Cl)cc1	-1.9	3%	-3%	7%	-10%	-2	-1.7	-12%
O=C(OCC(=O)N1CCc2ccccc2C1)c1ccc(O)cc1	-1.5	-4%	2%	2%	-2%	-1	0.5	-5%
CCC(C)NC(=O)C1CCC(CNS(=O)(=O)c2ccccc2)CC1 (configuration not stated)	0.9	10%	-2%	5%	-3%	-1	-0.4	?
CCOC(=O)N1CCC(Nc2c(Nc3ccc(C)c(C)c3)c(=O)c2=O)CC1	2.4	-12%	-12%	-17%	-1%	nt	0.7	-9%
CCCc1cc(=S)n2c([nH]c3ccccc32)c1C#N	0.7	6%	-32%	8%	?	?	5.3	-5%
COc1ccc(Cl)cc1C(=O)NNC(=O)c1ccncc1	0.8	-7%	6%	-1%	-3%	-6	-1.0	-11%
COc1ccccc1OCC(=O)Nc1ccc(NC(=O)COc2ccccc2OC)cc1	-1.3	-3%	-3%	-5%	-21%	-17	-0.9	5%
O=C(CCSc1nnc2scc(-c3ccccc3)n12)NCc1ccc2c(c1)OCO2	-0.9	6%	-9%	10%	-5%	-1	-1.4	4%
Cc1cccc(-n2ncc3c(=O)[nH]c(SCC(=O)Nc4cc(C)on4)nc32)c1	-1.2	-3%	8%	-2%	-3%	1	-0.3	3%
O=C(CCC(=O)Nc1ccc(F)cc1)N/N=C/c1c[nH]c2ccccc12	2.8	-9%	-6%	-2%	-2%	0	-3.4	-3%
COc1ccc(-c2nc(-c3ccncc3)no2)cc1OC	-2.2	-11%	-3%	3%	-4%	1	1.7	-1%
O=C(c1cccc(C(=O)N2CCN(Cc3ccccc3)CC2)c1)N1CCN(Cc2ccccc2)CC1	1.1	2%	0%	-2%	-5%	5	-0.6	0%
COc1ccc(NC(=O)CC2SC(=N)N(c3ccccc3)C2=O)c(OC)c1 (configuration not stated)	-0.6	-6%	-4%	-11%	6%	4	-0.2	2%
O=C(NC1CCCC1)C(c1ccccc1)N(C(=O)c1ccno1)c1ccccc1 (configuration not stated)	-0.8	3%	-9%	3%	0%	7	2.5	-1%
O=C(NC(=S)Nc1ccc(Oc2ccc(Cl)cc2)cc1)c1ccccc1	-0.3	14%	-3%	2%	-9%	16	0.0	?
COc1ccc(OC)c(NC(=O)CCN2CCN(C/C=C/c3ccccc3)CC2)c1	-0.5	3%	-2%	12%	-4%	-4	1.2	-8%
COc1ccc(C(=O)C2CCCN(C(=O)CCNC(C)=O)C2)cc1OC (configuration not stated)	0.3	6%	-6%	7%	-4%	6	0.1	3%
CC(C)N(C)Cc1nnnn1CC(=O)N(C)Cc1ccc(F)cc1	-6.1	-3%	-6%	-1%	2%	-1	-0.5	15%
Cc1cc(C)cc(NC(=O)NC(C)C2CCCO2)c1 (configuration not stated)	-1.1	2%	-5%	2%	-13%	-2	-2.3	18%
CCc1ccc(C(=O)N2CCN(c3ccc(F)cc3)CC2)s1	0.7	0%	-4%	12%	0%	nt	-1.1	10%
CC(N)C(=O)NC(C(=O)N1CCCC1C(=O)NC(c1ccccc1)c1ccccc1)C(C)C (configuration not stated)	1.1	-8%	4%	10%	-10%	-4	-0.4	3%
CCN1C(=O)CSC1=NC1C2CC3CC(C2)CC1C3 (configuration not stated)	-2.4	0%	-16%	5%	2%	21	-3.4	-8%
CCn1cc(Br)c(C(=O)Nc2ccc(F)c(Cl)c2)n1	-2.2	5%	-5%	1%	-7%	-2	2.0	-2%

An excerpt of these results, with two lines to a compound:
Below each compound – CCT chaperon mod, EPAC1 agonist, WRN helicase inh, EPAC2 ag, PLK1 PBD inh, PI5P4K alpha inh, IL2 activator, EPAC1 antag
O=C(OCC(=O)N1CCc2ccccc2C1)c1ccc(O)cc1
    -1.5, -4%, 2%, 2%, -2%, -1, 0.5, -5%
CCOC(=O)N1CCC(Nc2c(Nc3ccc(C)c(C)c3)c(=O)c2=O)CC1
    2.4, -12%, -12%, -17%, -1%, nt, 0.7, -9%
COc1ccc(NC(=O)CC2SC(=N)N(c3ccccc3)C2=O)c(OC)c1 (configuration not stated)
    -0.6, -6%, -4%, -11%, 6%, 4, -0.2, 2%

Additional structures:
SMILES	CCT chaperon mod	EPAC1 agonist	WRN helicase inh	EPAC2 ag	PLK1 PBD inh	PI5P4K alpha inh	IL2 activator	EPAC1 antag
CN1C(=O)[C@H]2[C@@H](/C=C/c3ccccc3)N3C(=O)CN(Cc4ccccn4)C(=O)[C@@]3(Cc3ccccc3)[C@H]2C1=O	0.9	1%	3%	-7%	-14%	-4	0.0	10%
COc1ccc(-c2nc(S(=O)(=O)c3ccccc3)c(N3CCN(C)CC3)o2)cc1	-0.6	0%	-8%	6%	-1%	2	-1.3	-2%
CC(C)Oc1ccc(NC(=O)c2ccncc2)cc1	-1.9	-15%	8%	1%	-14%	-6	-1.0	3%
CCOC(=O)c1cnc2c(c(C)nn2C)c1Oc1ccc(Cl)cc1	-3.5	23%	-3%	-1%	-7%	nt	-1.8	-7%
CC1CCC(=NO)C(=NO)C1 (configuration not stated)	-1.6	-5%	0%	0%	6%	-6	-1.1	-1%
COc1cc(/C=N/NC(=O)C[n+]2ccccc2)cc(OC)c1OC(C)=O	-0.5	0%	-1%	6%	-2%	4	4.5	5%
CC(=O)NS(=O)(=O)c1ccc(NC(=O)c2cc(-c3ccc(C)cc3)nc3ccccc23)cc1	0.7	6%	-5%	6%	-26%	-4	-2.8	?
COc1cccc(-c2nc3nc(C)cc(C)n3c2Nc2ccc3c(c2)OCCO3)c1	-0.1	-2%	-8%	9%	-8%	-2	-0.1	-15%
COC(=O)c1ccc(Oc2nc(Nc3ccc(C)c(C)c3)nc(N(C)C)n2)cc1	-0.2	8%	8%	3%	-10%	nt	-3.0	-2%
COc1cc2c(cc1OC)CC1(CCCCC1)N=C2	-0.6	-9%	14%	7%	-9%	-8	-0.2	-7%
CN(C(=O)Cc1noc2ccccc12)c1ccccc1	0.4	3%	7%	0%	3%	12	5.3	-3%
CCCS(=O)(=O)c1nc(S(=O)(=O)c2ccc(C)cc2)c(N2CCN(CCO)CC2)s1	-0.9	-7%	-8%	6%	-6%	-1	0.0	-11%
O=[N+]([O-])/C(=C\Nc1ccccc1)S(=O)(=O)c1ccccc1	-2.0	-1%	-2%	-4%	-23%	-6	0.7	-4%
c1ccc(NC2=NCCN2CCC2CCCCC2)cc1	-0.4	-26%	3%	3%	?	-3	-2.9	2%
O=S1(=O)CC(N2CC=CC2)CN1Cc1cn(Cc2cccc(Cl)c2)nn1 (configuration not stated)	-0.5	7%	-3%	5%	-7%	-3	1.1	-30%
Cc1cccc(S(=O)(=O)C(C#N)c2nc3ccccc3nc2N2CCOCC2)c1 (configuration not stated)	0.7	-2%	-5%	-16%	-14%	nt	-0.1	1%
COc1ccc2o/c(=N\O)c(C(=O)Nc3ccccc3OC)cc2c1	0.6	-2%	-30%	8%	0%	0	0.9	-2%
Cc1cnc(NC(=O)CCc2ccccc2)s1	-1.3	7%	0%	8%	-10%	0	1.4	-4%
COc1ccc(S(=O)(=O)N2CCOC2CNC(=O)C(=O)NCCCc2ccccc2)cc1 (configuration not stated)	-0.6	0%	-11%	5%	2%	-15	-4.6	6%
O=C(NC(Cc1ccccc1)C(=O)O)C1CCN(S(=O)(=O)c2ccccc2C(F)(F)F)CC1 (configuration not stated)	-1.3	-4%	2%	11%	-5%	2	0.1	-7%
CN(CC(=O)Nc1c(Cl)cccc1Cl)C(=O)c1ccc2nc[nH]c2c1	-0.3	-1%	-18%	-3%	-6%	-21	0.4	-1%
COc1ccccc1N1CCN(S(=O)(=O)c2cnc[nH]2)CC1	-0.2	9%	2%	6%	-8%	1	0.8	8%
Cc1ccc(-n2c(SCC(=O)OC(C)C)nnc2-c2ccncc2)cc1	0.8	-2%	-5%	-83%[15.6 µM]	2%	4	-0.3	-17%
